Fam108B inh: counter-screen for RBBP9 inhibitors: inhibitors of mouse Fam108B | recombinant Fam108B, FP-Rh probe fluorescence polarization | inhibition, % at 9.51 µM | 300,000 tested, 0.33% active | AID 1947;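 active = inhibition above the screen mean inhibition plus 3 SD, computed separately per campaign, cut at about 18% in these data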;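 note: inhibitors lower polarization as less probe binds the enzyme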
PAFAH1B2 inh: blocks human PAF acetylhydrolase 1b catalytic subunit 2 | P68402 | recombinant PAFAH1B2, FP-rhodamine activity probe, fluorescence polarization | inhibition, % at 3.39 µM | 340,000 tested, 1.2% active | AID 492953;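 active = inhibition above the mean of all tested compounds plus 3 SD, cut at about 24% in these data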;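 note: 0% = enzyme with DMSO and 100% = wells lacking PAFAH1B2; many of its hits are not listed in these tables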
MCL1 BIM primary: MCL1-BIM-BH3 interaction inhibition (human); Q07820; GST-MCL1 / FITC-Bim-BH3 fluorescence polarization; inhibition, % at 10.9 µM; 320,000 tested, 0.68% active;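 active = inhibition above the mean inhibition of all tested compounds plus 3 SD, set per campaign, cut at about 40% in these data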;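 note: 0% = DMSO wells and 100% = unlabeled Bim-BH3 peptide control; higher means more loss of mP so more displacement of Bim peptide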
Target sequence (Q07820 whole entry, looked up): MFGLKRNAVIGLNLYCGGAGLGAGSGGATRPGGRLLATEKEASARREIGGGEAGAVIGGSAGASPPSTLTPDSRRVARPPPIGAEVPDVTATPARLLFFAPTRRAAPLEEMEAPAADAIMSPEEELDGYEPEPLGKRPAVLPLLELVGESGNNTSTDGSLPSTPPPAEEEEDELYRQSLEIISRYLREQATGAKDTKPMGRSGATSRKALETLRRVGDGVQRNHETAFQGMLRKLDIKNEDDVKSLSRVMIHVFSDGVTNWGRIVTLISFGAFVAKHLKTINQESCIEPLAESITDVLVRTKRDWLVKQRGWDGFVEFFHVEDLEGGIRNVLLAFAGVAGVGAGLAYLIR
BCLXL inh: blocks human Bcl-xL binding to Bim BH3 peptide | Q07817 | GST-Bcl-xL / FITC-Bim BH3 peptide fluorescence polarization | inhibition, % at 10.9 µM | 320,000 tested, 0.7% active | AID 2129;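 active = inhibition above the mean of all tested compounds plus 3 SD, cutoff set per campaign, cut at about 30% in these data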;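 note: 0% = DMSO wells and 100% = unlabeled Bim-BH3 peptide competitor; inhibitors lower millipolarization by displacing the labeled peptide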
Target sequence (Q07817 whole entry, looked up): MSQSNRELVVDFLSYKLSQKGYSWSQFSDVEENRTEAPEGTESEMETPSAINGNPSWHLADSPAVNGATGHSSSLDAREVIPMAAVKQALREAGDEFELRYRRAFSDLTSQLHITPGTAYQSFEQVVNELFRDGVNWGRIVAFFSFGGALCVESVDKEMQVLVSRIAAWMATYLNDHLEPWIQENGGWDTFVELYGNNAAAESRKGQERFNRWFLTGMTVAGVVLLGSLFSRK
GLD-1 RNA inh: GLD-1-TGE RNA interaction inhibition (C. elegans); Q17339; purified GLD-1 + fluorescein TGE RNA, fluorescence polarization; inhibition, % at 5.96 µM; 320,000 tested, 0.44% active;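 active = percent inhibition above a per-plate cutoff, the plate mean of test compounds plus 3 SD, cut at about 30% in these data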;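 note: 0% = DMSO wells with GLD-1 and probe and 100% = wells lacking GLD-1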
pPAFAH inh: pPAFAH (human) enzyme inhibition; Q13093; recombinant pPAFAH, FP-rhodamine probe fluorescence polarization; inhibition, % at 3.39 µM; 330,000 tested, 1.5% active; AID 463082;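 active = inhibition above the mean inhibition across the screen plus 3 SD, cut at about 25% in these data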;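 note: inhibitors block binding of the rhodamine activity-based probe so polarization drops; 0% = enzyme with DMSO and 100% = wells lacking pPAFAH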
AHR act: activators of human aryl hydrocarbon receptor. 320,000 tested, 2.5% active. activation, % at 5 µM. AID 2796. AHR-responsive luciferase reporter cells, luminescence. P35869; in the data active = activation above about 47%;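 note: 0% = vehicle wells and 100% = reference agonist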
MEX-5 binding: C. elegans MEX-5 TCR-2 RNA binding activity. Q9XUB2. AID 1832. 300,000 tested, 0.38% active. activity score (negative = inhibition of binding), % at 10 µM. MEX-5/FITC-TCR2 RNA binding, fluorescence polarization; hits give low values;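 active = inhibition past about -25% in most replicates, and total fluorescence under double the plate's negative control median, limit read from the data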;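 note: 0% = DMSO and -100% = 5 µM competing unlabeled TCR2 RNA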
PME-1 primary: blocks human protein phosphatase methylesterase 1; inhibition, % at 5.9 µM; AID 2130; 320,000 tested, 0.53% active; recombinant PME-1, FP-Rh probe fluorescence polarization;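 active = inhibition above the campaign mean of all compounds plus 3 SD, cut at about 26% in these data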;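 note: competitive labeling of PME-1 active site by serine hydrolase directed probe; 0% = PME-1 with DMSO and 100% = wells lacking PME-1 enzyme; inhibitors block probe labeling so polarization falls and inhibition rises; many of its hits are not listed in these tables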
Target sequence (Q9Y570 whole entry, looked up): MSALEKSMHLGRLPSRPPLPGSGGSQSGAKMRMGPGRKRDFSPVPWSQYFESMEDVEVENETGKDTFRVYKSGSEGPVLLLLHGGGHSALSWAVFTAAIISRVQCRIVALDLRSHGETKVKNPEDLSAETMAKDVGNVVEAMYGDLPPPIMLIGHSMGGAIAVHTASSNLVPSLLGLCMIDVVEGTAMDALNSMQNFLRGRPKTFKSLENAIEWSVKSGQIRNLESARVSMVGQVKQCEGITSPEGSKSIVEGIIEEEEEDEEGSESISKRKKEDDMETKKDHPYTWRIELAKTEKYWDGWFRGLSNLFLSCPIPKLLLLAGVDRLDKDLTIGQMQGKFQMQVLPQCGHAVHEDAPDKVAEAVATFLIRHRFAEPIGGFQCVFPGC
Numbers without * were called inactive; · = not tested or not shown. The list is partial; count on the stated rates, not on these rows.

SMILES	Fam108B inh	PAFAH1B2 inh	MCL1 BIM primary	BCLXL inh	GLD-1 RNA inh	pPAFAH inh	AHR act	MEX-5 binding	PME-1 primary
CCCn1c(=O)c2ccccc2n2c(SCc3c(C(=O)OCC)oc4ccccc34)nnc12	0	4	5	3	3	1	-2	-1.7	-2
CC1(C)Cc2c(sc3nc(SCC(=O)NCc4ccccc4)n(-c4ccccc4)c(=O)c23)CS1	4	8	6	4	4	0	1	1.2	-3
Cc1ccc2oc(=O)n(Cc3ccc(OC(C)C)cc3)c2c1	-8	-3	3	8	-9	6	2	-0.2	1
CC(=O)Nc1ccc(S(=O)(=O)NCCC(=O)OCc2ccc([N+](=O)[O-])cc2)cc1	-2	9	-1	-2	2	6	0	0.2	8
CCOC(=O)CNC(=O)CSc1ncccc1-c1nc2ccccc2[nH]1	0	5	9	-6	6	3	2	0.0	-4
OCCOCCNc1ncnc2c1cnn2-c1ccccc1	8	-2	-1	-4	-6	2	9	-2.8	2
O=C(CSc1nnc(CNc2ccc(F)cc2)o1)N1c2ccccc2Sc2ccccc21	-2	7	-2	0	0	4	0	·	-1
Cc1cccc(C(=O)Nc2ccc3c(c2)ncn3C)c1	4	12	-6	2	0	4	12	1.2	-4
O=C(Nc1ccccc1F)c1ccc2c(c1)OCO2	2	3	-18	1	-3	-11	8	-1.4	-4
CC(OC(=O)c1ccc(S(=O)(=O)N(C)C)cc1)C(=O)Nc1ccc(Cl)cn1 (stereo unspecified)	1	-3	-10	-6	-10	-4	16	-0.6	-7
CC1=NN(C(N)=S)C(=O)C1N=Nc1c(Cl)cc([N+](=O)[O-])cc1Cl (stereo unspecified)	12	12	21	11	1	11	8	-31*	14
CCc1ccc(S(=O)(=O)Nc2c(NC3CCCCC3)c3ccccc3oc2=O)cc1	0	-1	2	4	-1	2	-1	-0.6	-3
CCC(=O)Nc1nnc(CCc2ccccc2)s1	0	2	2	3	2	-2	3	-0.5	-3
CC12CCC(=O)N1C(C(=O)NCc1ccccc1F)CS2 (stereo unspecified)	-1	0	1	-2	-4	4	1	-1.5	1
CC(=O)N1CC[n+]2c(-c3ccc([N+](=O)[O-])cc3)csc21	1	2	13	16	-9	-1	0	-7.8	-2
COc1cc(OC)cc(C(=O)Nc2ccc(S(=O)(=O)Nc3nc(C)cc(C)n3)cc2)c1	5	-6	1	2	5	2	9	-1.1	-1
O=C(NCCN1CCN(c2cccc(Cl)c2)CC1)Nc1ccccc1	1	5	-1	1	-3	-5	12	0.2	7
CC1Cc2ccccc2N1C(=O)CSc1nccc(=O)[nH]1 (stereo unspecified)	-11	16	0	2	2	-9	7	0.4	3
Cc1cc(C)c(C(=O)NC2CC(C)(C)Cc3c2cnn3-c2ccccc2)o1 (stereo unspecified)	2	1	-8	9	5	6	5	0.9	-2
Cc1cc(NC(=O)c2sccc2C)n(-c2nc3ccccc3[nH]2)n1	-34	0	4	-2	2	-18	4	0.2	-58
Cc1ccc(-c2csc(N3CCN(c4cc5c(cc4Cl)nc(-c4ccncc4)n5CCN4CCCCC4)CC3)n2)cc1	-1	8	9	5	-4	13	7	-5.7	5
COc1ccc(CC(NC(C)=O)C(=O)NC2CCN(C(=O)NCc3ccccc3)CC2)cc1 (stereo unspecified)	-3	4	-1	0	0	-3	0	1.6	-3
COc1ccc2nc(NCc3ccccc3)[nH]c2c1	0	-1	9	11	3	4	17	0.4	1
CC(C)(C)SCCNS(=O)(=O)c1ccccc1	1	13	-2	-2	5	19	-1	0.5	-7
CCCc1cc(=S)n2c([nH]c3ccccc32)c1C#N	12	9	13	16	12	10	64*	-2.1	14
O=C(O)Cn1cc(C(=O)C(F)(F)F)c2ccccc21	2	5	1	8	-10	-4	-2	-0.2	-4
CC1CCC2(CC1)NC(=O)N(CC(=O)Nc1cccnc1Cl)C2=O (stereo unspecified)	·	3	0	1	0	1	-1	·	-1
CCCNC(=O)CSc1nnc(C)s1	7	1	-2	0	6	-2	-4	·	-5
CCOC(=O)N1CCN(C(=O)CSc2nc(=O)n3cccc(C)c3n2)CC1	3	0	-5	-2	0	7	-2	1.8	-3
CC(=O)c1cccc(-n2c(CCC(=O)O)ccc2-c2cccs2)c1	0	5	5	3	-2	19	2	-1.5	0
COC(=O)C1=C(N)Oc2c(oc(CO)cc2=O)C1c1ccc(F)cc1 (stereo unspecified)	-3	·	6	8	0	-4	1	-1.7	4
C=CCC1(CC=C)CCCN1C(=O)c1cc(COc2ccc(C)nc2)on1	-1	11	-1	1	3	1	-1	-1.9	-5
CCOC(=O)C(C(=O)Nc1ccccc1)C1CCCCC1 (stereo unspecified)	-4	-4	7	6	-9	-6	8	-1.7	-2
COc1ccc(/C=N/Nc2ncc(C(F)(F)F)cc2Cl)c(OC)c1OC	2	4	8	1	2	5	30	0.3	7
Cc1ccc(SCc2nc(N)nc(Nc3ccccc3C)n2)c(C)c1	-2	4	7	3	5	-2	27	0.1	5
COc1ccc(C2(c3ccc(OC)cc3)NC(=O)NC2=O)cc1	4	0	3	4	3	4	0	-1.4	3
CC(=O)Oc1ccccc1C1OCCN1C(C)=O (stereo unspecified)	-2	1	-1	5	2	2	0	-0.9	-3
COc1cc2c(cc1Cl)/C(=C\CCN(C)C)c1ccccc1S2	2	-4	-4	5	-1	3	-5	1.9	-2
COC(=O)CCC(=O)Nc1ccc(OC)cc1	7	4	10	3	3	2	2	0.0	-3
COC(=O)c1ccc(CNC(=O)/C=C/c2cc([N+](=O)[O-])ccc2OC(F)F)cc1	1	0	-2	1	2	12	2	-0.5	1
CSc1ccc(-c2c(C#N)c(N)nc3c2c(C)nn3-c2ccccc2)cc1	-17	-1	-8	-8	-8	-1	13	-0.7	-16
COC(=O)c1ccc2nc(-c3ccc(S(C)(=O)=O)cc3)cn2c1	-5	2	-3	3	-8	-7	5	-0.3	-1
Cc1ccccc1NS(=O)(=O)c1cc2c3c(c1)CC(=O)N3CCC2	-1	-2	0	1	-5	23	0	2.0	-1
[2H]c1c([2H])c([2H])c(C(=O)c2sc(N3CCCCCC3)nc2-c2ccccc2)c([2H])c1[2H]	0	0	5	2	7	0	2	0.6	-4
O=C(CCC(=O)n1ncc2ccccc21)N1CCCCC1	1	2	0	1	-6	-1	-5	-0.3	4
O=C(NC1CC1)c1ccc(-c2nc3ccccc3s2)s1	2	4	-1	4	1	-4	-4	-0.8	-2
CCCOc1ccc(/C=C/C(=O)OCC(=O)N(C)c2c(N)n(Cc3ccccc3)c(=O)[nH]c2=O)cc1OCC	-1	0	-10	-10	0	-2	-3	-0.4	1
CCN(C(=O)CSc1nc2ccccc2o1)C1CCS(=O)(=O)C1 (stereo unspecified)	3	-3	-8	-6	0	3	8	1.9	1
CC1CN(C(=S)Nc2ccc(F)cc2F)CC(C)O1 (stereo unspecified)	-3	1	13	3	-1	6	2	-1.4	-1
CC1=C/C(=N\OS(=O)(=O)c2ccccc2)C=CC1=O	8	10	33	23	1	1	17	-2.3	7

Continuation:
SMILES	Fam108B inh	PAFAH1B2 inh	MCL1 BIM primary	BCLXL inh	GLD-1 RNA inh	pPAFAH inh	AHR act	MEX-5 binding	PME-1 primary
Cc1nn2c3c(cnc2c1-c1ccccc1)C(=O)CC(c1ccccc1)C3 (stereo unspecified)	-4	3	2	-2	3	3	-2	1.6	4
COCCN1CCN(C(=O)C2CCC(=O)N(CCc3ccccc3)C2)CC1 (stereo unspecified)	-6	7	-2	4	1	0	3	1.6	2
O=C1C2C3C=CC(C3)C2C(=O)N1Cc1cccnc1 (stereo unspecified)	0	1	-4	0	3	3	-2	0.7	-4
O=C(O)c1cc(NN=Nc2cccc([N+](=O)[O-])c2)cc([N+](=O)[O-])c1	4	7	6	8	7	27*	10	-3.1	9
Cc1ccc(S(=O)(=O)Oc2ccccc2/C=N/O)cc1	-2	0	-5	2	14	3	-4	0.7	-5
COc1cc2c(cc1OC)C(C)N(C(=O)c1c(-c3ccccc3)noc1C)CC2 (stereo unspecified)	0	0	1	0	-1	7	-4	0.8	-2
CC(=O)N(Cc1ccccc1)Cc1nc2sc(C)c(C)c2c(=O)[nH]1	2	4	-5	1	-6	-1	6	-0.9	1
COc1cc2[nH]c(=O)n(C3CCCCC3)c(=O)c2cc1OC	0	9	-4	-4	8	4	6	1.3	1
Cn1c(=O)c2c(nc(CN3CCOCC3)n2CCCc2ccccc2)n(C)c1=O	-1	-1	6	6	-2	1	-2	0.1	-2
Cc1ccc(NC(=O)C2CCN(S(C)(=O)=O)CC2)cc1Cl	1	-2	-3	4	0	2	2	0.5	0
O=C(CC1(O)C(=O)c2ccccc2C1=O)c1ccccc1	8	-2	-6	-1	0	-4	3	0.0	0
CCOC(=O)c1c(C)n(C)c2ccc(OCC(O)Cn3nc(C)cc3C)cc12 (stereo unspecified)	2	-3	3	3	3	4	10	0.6	0
C/C(=N/NS(=O)(=O)c1ccc(C)cc1)c1cccc(NC(=O)c2cccc(Cl)c2)c1	-7	-2	0	5	6	11	10	-1.0	-13
COC(=O)CC1=C(C(=O)OC)C(c2cc(OC)c(OC)cc2OC)C(C#N)=C(N)O1 (stereo unspecified)	-1	1	2	7	9	3	-1	1.4	3
CC(=O)c1cn(C2OC(CO)C3OC(C)(C)OC32)c(=O)n(C)c1=O (stereo unspecified)	4	·	-3	0	8	-1	1	0.2	2
Cc1ccc(NC(=O)NC(=O)N(c2ccccc2)S(C)(=O)=O)cc1	-4	5	4	7	3	4	35	-2.8	-40
COc1ccc(-c2nn(-c3ccccc3)cc2/C=N/NC(=O)c2ccc3c(c2)OCO3)cc1	-33	·	2	1	8	-32	16	2.1	-65
COc1ccc(CN2CCN(c3ccccc3OC)CC2)cc1OC	-1	3	12	2	9	-2	-1	1.1	-2
CCn1c(COc2cccc(C)c2)nnc1SCC(=O)NC1CCCC1	4	1	5	7	3	4	-3	-0.8	2
O=C(COC(=O)C12CC3CC(CC(O)(C3)C1)C2)N1CCN(S(=O)(=O)c2ccc(Cl)cc2)CC1	-5	17	-12	-4	5	-3	-3	-1.5	4
Cc1cc(C)n(-c2ccc(C(=O)NCC(c3ccco3)N3CCCC3)cc2)n1 (stereo unspecified)	·	7	5	5	6	0	1	·	-11
Cc1ccc(S(=O)(=O)N/N=C\c2cn(CC(N)=O)c3ccccc23)cc1	0	16	6	3	-2	6	6	-3.3	7
COc1ccccc1OCC(=O)Nn1c(=S)[nH]c2ncccc2c1=O	-3	1	6	9	3	1	4	-1.5	4
CCOc1ccc(CN(C)C(=O)c2cc(S(=O)(=O)N3CCCC3)ccc2C)cc1	·	6	4	4	3	-2	0	·	1
N#Cc1cc2c(=O)n3ccccc3nc2n(CCCN2CCOCC2)c1=O	4	5	30	26	-2	3	2	-19	0
O=S(=O)(c1ccc(Cl)c(NC(=S)Nc2ccccc2N2CCOCC2)c1)N1CCOCC1	2	-2	20	5	6	4	11	-3.3	4
CSc1ncccc1C(=O)Nc1ncc(C)s1	2	1	-3	-3	-10	-1	43	-0.6	1
O=C(N/N=C/c1cccc(O)c1)c1ccc(COc2ccc3c(c2)CCC3)o1	-33	-4	11	6	-1	-5	118*	-0.9	-57

Screening results (PubChem)
